# mIAP inh – mouse IAP inhibition; purified mouse IAP, CDP-Star luminescence, 30 min; inhibition, % at 10 µM; 330,000 tested, 0.2% active;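 active means inhibition of at least 40% at 10 µM in the primary screen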;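 further: plate controls were DMSO with enzyme for no effect and no enzyme wells for full effect; values of inactives mirror those of a sister screen read the other way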
# TIM10 inh – inhibits growth of TIM10 yeast strain; inhibition, % at 10 µM; S. cerevisiae TIM10 strain growth, BacTiter-Glo luminescence, 24 h; 330,000 tested, 1.4% active;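 active means inhibition of 40% or more at the single tested concentration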;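 further: wild-type TIM10 isogenic control strain grown at permissive 25 °C; 0% = DMSO yeast wells and 100% = minimal medium wells without yeast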
# NLRP3 yeast inh – blocks the NALP3 inflammasome reconstituted in yeast; 330,000 tested, 0.39% active; Yeast reconstituted NLRP3/ASC/caspase-1, beta-gal luminescence, 24 h; inhibition, % at 10 µM;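 active means inhibition of 50% or more; inactive means inhibition below 50%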;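 further: plate controls were induced DMSO wells for no effect and uninduced yeast grown without galactose for full effect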
# hIAP inh – blocks human intestinal alkaline phosphatase | AID 2544 | purified IAP, CDP-Star luminescence, 30 min | 330,000 tested, 0.12% active | inhibition, % at 10 µM | P09923;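 active means inhibition reaching a set limit with compound at 10 µM in the primary screen, cut at about 35% in these data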;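 further: plate controls were DMSO wells with enzyme for no effect and no-enzyme buffer wells for full effect; values of inactives mirror those of a sister screen read the other way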
# Target sequence (P09923 whole entry, looked up): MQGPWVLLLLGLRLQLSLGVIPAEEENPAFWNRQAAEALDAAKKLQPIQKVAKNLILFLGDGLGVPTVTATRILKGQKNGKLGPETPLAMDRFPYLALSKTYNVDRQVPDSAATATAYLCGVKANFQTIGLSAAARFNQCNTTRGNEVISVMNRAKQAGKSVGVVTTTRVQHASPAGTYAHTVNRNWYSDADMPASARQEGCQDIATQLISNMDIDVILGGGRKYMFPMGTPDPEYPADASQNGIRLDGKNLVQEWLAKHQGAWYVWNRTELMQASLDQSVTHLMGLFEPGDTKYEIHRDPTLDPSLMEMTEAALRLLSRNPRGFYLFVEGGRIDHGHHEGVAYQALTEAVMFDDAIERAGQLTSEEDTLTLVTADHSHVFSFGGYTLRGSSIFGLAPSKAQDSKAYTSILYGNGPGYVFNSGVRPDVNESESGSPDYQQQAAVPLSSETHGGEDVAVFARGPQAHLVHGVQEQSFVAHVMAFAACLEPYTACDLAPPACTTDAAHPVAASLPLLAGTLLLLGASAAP
# APOBEC3G inh – inhibitors of human APOBEC3G DNA deaminase; Q9HC16; recombinant A3G, ssDNA deamination FAM/TAMRA fluorescence; inhibition, % at 20 µM; 330,000 tested, 0.28% active; AID 493012;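 active means inhibition of at least 40% at 20 µM, with no more than 30% in the related APOBEC3A deaminase screen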;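 further: plate controls were DMSO wells with A3G for no effect and wells lacking A3G enzyme for full effect; some compounds called inactive have numbers as strong as hits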
# Target sequence (Q9HC16 whole entry, looked up): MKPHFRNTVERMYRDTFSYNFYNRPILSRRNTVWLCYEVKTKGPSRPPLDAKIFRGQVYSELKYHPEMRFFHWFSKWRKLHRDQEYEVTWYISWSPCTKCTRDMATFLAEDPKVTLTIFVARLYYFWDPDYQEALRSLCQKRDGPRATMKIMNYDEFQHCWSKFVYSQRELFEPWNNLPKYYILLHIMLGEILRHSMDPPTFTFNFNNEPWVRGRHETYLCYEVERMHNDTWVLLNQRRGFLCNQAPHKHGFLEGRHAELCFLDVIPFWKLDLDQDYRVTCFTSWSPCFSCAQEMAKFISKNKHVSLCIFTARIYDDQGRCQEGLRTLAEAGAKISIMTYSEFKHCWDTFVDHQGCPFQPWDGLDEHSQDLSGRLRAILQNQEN
# MIN6 prolif – induces beta-cell replication in MIN6 cells | MIN6 cells proliferation, ATPlite luminescence, 48 h; cells starved in 0.2% serum; 100% = growth in 10% serum | proliferation, % at 10 µM | 330,000 tested, 0.29% active | AID 2380;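 active means compounds whose signal lies at least 3.5 SD above the mean of all wells on their plate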;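 further: 0% = DMSO-treated cells in low-serum medium and 100% = 10% serum control; some compounds called inactive have numbers as strong as hits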
# mIAP activ – increases mouse intestinal alkaline phosphatase activity; AID 2805; muIAP, CDP-Star luminescence, 30 min; active compounds read high; 1 = vehicle-only enzyme signal, 0 = enzyme-free wells; 330,000 tested, 0.24% active; activation factor at 10 µM;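 active means activation factor of at least 2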; further: the source names both 10 and 20 µM as test concentration; values of inactives mirror those of a sister screen read the other way
#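 Assay system: mouse IAP enzyme / Compound: DMSO-dissolved test compounds / Timing: 30 min, room temperature / Measured by: luminescence from enzymatic CDP-Star hydrolysis / Control set: DMSO-only wells, enzyme-free buffer wells as negative control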
# tim10-1 inh – inhibits growth of tim10-1 mutant yeast; 330,000 tested, 2.2% active; inhibition, % at 20 µM; S. cerevisiae tim10-1 ts strain growth, BacTiter-Glo, 24 h;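 active means inhibition of at least 40%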;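 further: mutant grown at 25 °C; 0% = DMSO wells with yeast and 100% = wells holding no yeast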
# APOBEC3A inh – inhibitors of human APOBEC3A DNA deaminase; P31941; recombinant A3A, FAM/TAMRA ssDNA deamination fluorescence; inhibition, % at 20 µM; 330,000 tested, 0.41% active;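 active means at least 40% inhibition at 20 µM here, with at most 30% in a related deaminase screen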;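 further: plate controls were A3A with DMSO for no effect and wells lacking A3A enzyme for full effect; some results filed as inactive read as strong as hits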
# Active calls of the source: *.
No.	smiles	mIAP inh	TIM10 inh	NLRP3 yeast inh	hIAP inh	APOBEC3G inh	MIN6 prolif	mIAP activ	tim10-1 inh	APOBEC3A inh
1	COc1cc2c(-c3ccc4cc[nH]c4c3)c(-c3ccc(C#N)cc3)oc(=O)c2cc1OC	18	8	5	-10	1	-5	0.82	21	2
2	O=C(Cc1cccc2ccccc12)NNC(=O)c1cccs1	5	15	8	0	-1	2	0.95	11	-2
3	Cc1cc(C)c(NS(=O)(=O)c2ccc3c(c2)NC(=O)CC(=O)N3)c(C)c1	0	3	8	-3	-1	0	1	3	-2
4	Cc1ccc(C(=O)NNC(=O)c2csc(N3CCOCC3)n2)s1	12	3	7	-55	-4	1	0.88	1	2
5	O=C1c2cccc3c(Nc4ccccc4Cl)c([N+](=O)[O-])cc(c23)C(=O)N1CCO	16	-15	54*	16	-1	-2	0.84	1	1
6	O=C(/C=C\c1ccco1)Nc1nc(-c2ccccc2)cs1	2	-11	0	5	-3	0	0.98	-6	-2
7	CCN(CC(=O)Nc1sc2c(c1C#N)CCCC2)CC(=O)NC1CCS(=O)(=O)C1 (stereo not drawn)	2	-10	14	-23	-2	4	0.98	3	-3
8	CCN(C(=O)COC(=O)CSc1ccc(C)c(C)c1)C1CCS(=O)(=O)C1 (stereo not drawn)	0	-2	2	-6	-2	-1	1	-6	4
9	CC(C)CC1C(C#N)=C(N)OC2=C1C(=O)CC(c1ccccc1)C2 (stereo not drawn)	17	22	-6	5	-7	-2	0.83	12	0
10	CC(=O)N1CCC(N(CCN2CCOCC2)C(=O)Nc2ccc(Cl)c(Cl)c2)CC1	-8	-8	2	0	-6	1	1.1	-8	-3
11	O=C(C[n+]1ccccc1)N/N=C/c1ccc(Cl)c(Cl)c1	-12	-8	7	-6	1	-2	1.1	-5	15
12	C=CCN1C(=O)C(O)(CC(=O)c2ccc(N)cc2)c2ccccc21 (stereo not drawn)	-2	2	16	12	-4	-2	1	10	5
13	O=C(O)c1ccc(C2NCC(c3ccccc3Cl)c3c2[nH]c2ccccc32)cc1 (stereo not drawn)	14	7	4	5	-3	0	0.86	11	1
14	CC1CC(C)CN(C(=O)COC(=O)COc2ccccc2C#N)C1 (stereo not drawn)	-5	-5	5	5	-7	2	1.1	-4	-3
15	COc1ccccc1NS(=O)(=O)c1ccc(C)c(C(=O)NCC2CCCO2)c1 (stereo not drawn)	-1	-11	12	10	-1	-1	1	6	0
16	CCOc1ccccc1NC(=O)N1CCN(S(C)(=O)=O)CC1	10	-12	3	-4	-3	0	0.9	-8	1
17	O=C(Nc1nc2ccccc2s1)c1ccccc1	3	9	43	0	0	-5	0.97	-16	2
18	Cc1cc(NC(=O)CCN2C(=O)/C(=C/c3ccccc3Cl)SC2=S)no1	17	-8	20	-7	-4	0	0.83	21	-1
19	Cc1ccc(N=CNc2ccc(C)cc2C)c(C)c1	4	-14	10	-65	-5	2	0.96	-18	-1
20	COc1ccc(N2CCN(C(=O)C(=O)c3c(C)[nH]c4ccccc34)CC2)cc1	8	22	19	18	-6	4	0.92	18	-3
21	CC(=O)Nc1ccc(C(=O)NNC(=O)C2C3CCCCC32)cc1 (stereo not drawn)	1	1	-10	-14	-8	2	0.99	10	-3
22	COc1ccc(C(=O)/C=C/c2ccc(OC)cc2OC)c(O)c1	22	2	21	14	-5	2	0.78	2	-4
23	CCOC(=O)COn1c(=O)c(-c2ccc(Cl)cc2)[n+]([O-])c2ccccc21	4	16	25	-2	-10	0	0.95	9	-3
24	COc1ccc(C2CC(=O)N(CCCN(C)CCc3ccc(OC)c(OC)c3)C2)cc1 (stereo not drawn)	7	1	-3	16	-8	0	0.93	-3	-4
25	CC(=O)Nc1ccc(SCC(=O)c2cc(C)n(C)c2C)cc1	-3	-1	3	6	-2	-3	1	18	2
26	CC(C)c1ccccc1NC(=O)C1CN(S(=O)(=O)c2ccccc2)CCN1S(=O)(=O)c1ccccc1 (stereo not drawn)	-15	23	-16	7	-2	2	1.1	24	-2
27	O=C(CNC(=O)c1nc[nH]c1C(=O)N1CCN(c2ccccc2)CC1)OCc1ccccc1	6	10	-4	7	-6	-2	0.94	12	-5
28	Cc1nnnn1-c1cccc(C(=O)O)c1	-1	11	7	18	-6	1	1	8	-2
29	Cc1ccc(N(C(=O)CS(=O)CC(=O)Nc2ccc(F)cc2)C(C(=O)NC2CCCCC2)c2ccco2)cc1 (stereo not drawn)	-14	-35	-1	-10	-10	0	1.1	19	-6
30	O=C1COc2ccc(C(=O)COc3ccc(Cl)cc3Br)cc2N1	11	14	9	1	-9	0	0.89	28	0

# Reprinted from the results shown for reference:
No.	smiles	mIAP inh	TIM10 inh	NLRP3 yeast inh	hIAP inh	APOBEC3G inh	MIN6 prolif	mIAP activ	tim10-1 inh	APOBEC3A inh
11	O=C(C[n+]1ccccc1)N/N=C/c1ccc(Cl)c(Cl)c1	-12	-8	7	-6	1	-2	1.1	-5	15
12	C=CCN1C(=O)C(O)(CC(=O)c2ccc(N)cc2)c2ccccc21 (stereo not drawn)	-2	2	16	12	-4	-2	1	10	5
13	O=C(O)c1ccc(C2NCC(c3ccccc3Cl)c3c2[nH]c2ccccc32)cc1 (stereo not drawn)	14	7	4	5	-3	0	0.86	11	1
14	CC1CC(C)CN(C(=O)COC(=O)COc2ccccc2C#N)C1 (stereo not drawn)	-5	-5	5	5	-7	2	1.1	-4	-3
15	COc1ccccc1NS(=O)(=O)c1ccc(C)c(C(=O)NCC2CCCO2)c1 (stereo not drawn)	-1	-11	12	10	-1	-1	1	6	0
16	CCOc1ccccc1NC(=O)N1CCN(S(C)(=O)=O)CC1	10	-12	3	-4	-3	0	0.9	-8	1
17	O=C(Nc1nc2ccccc2s1)c1ccccc1	3	9	43	0	0	-5	0.97	-16	2
18	Cc1cc(NC(=O)CCN2C(=O)/C(=C/c3ccccc3Cl)SC2=S)no1	17	-8	20	-7	-4	0	0.83	21	-1
19	Cc1ccc(N=CNc2ccc(C)cc2C)c(C)c1	4	-14	10	-65	-5	2	0.96	-18	-1
20	COc1ccc(N2CCN(C(=O)C(=O)c3c(C)[nH]c4ccccc34)CC2)cc1	8	22	19	18	-6	4	0.92	18	-3
21	CC(=O)Nc1ccc(C(=O)NNC(=O)C2C3CCCCC32)cc1 (stereo not drawn)	1	1	-10	-14	-8	2	0.99	10	-3
22	COc1ccc(C(=O)/C=C/c2ccc(OC)cc2OC)c(O)c1	22	2	21	14	-5	2	0.78	2	-4
23	CCOC(=O)COn1c(=O)c(-c2ccc(Cl)cc2)[n+]([O-])c2ccccc21	4	16	25	-2	-10	0	0.95	9	-3

# (listing goes on)
No.	smiles	mIAP inh	TIM10 inh	NLRP3 yeast inh	hIAP inh	APOBEC3G inh	MIN6 prolif	mIAP activ	tim10-1 inh	APOBEC3A inh
31	Cc1ccc(-c2csc3nc[nH]c(=O)c23)cc1C	4	22	25	12	-4	-1	0.96	41*	-1
32	CC(NC(=O)CCNS(=O)(=O)c1ccc2c(c1)c(=O)n(C)c(=O)n2C)c1ccccc1 (stereo not drawn)	-1	-3	13	3	0	-1	1	0	2
33	COc1ccc(OC)c(-n2nnnc2SCC(=O)Nc2cc(C)ccc2OC)c1	15	12	10	7	-1	-2	0.85	7	-1
34	C/C(=N\NC(=O)Cc1csc(N2CCOCC2)n1)c1ccccc1	-8	1	1	6	-5	-4	1.1	5	0
35	O=C(N/N=C/C=C/c1ccc2c(c1)OCO2)C(O)c1ccccc1 (stereo not drawn)	9	1	-10	-2	-6	1	0.91	-6	0
36	CC(C)C(NC(=O)c1ccc2c(c1)OCO2)C(=O)N/N=C/c1cccs1 (stereo not drawn)	2	-24	8	2	-6	0	0.98	-13	10
37	COCCN1CCN(C(=O)C2CCC(=O)N(Cc3ccccc3F)C2)CC1 (stereo not drawn)	10	8	14	4	-7	2	0.9	-8	-4
38	COc1cc(/C(C#N)=C/c2ccccc2)c([N+](=O)[O-])cc1OC	1	12	23	8	5	-1	0.99	26	2
39	Cc1cc(OCC(=O)N2CCCC2)cc(C)c1Cl	1	-23	18	4	0	-1	0.99	9	1
40	CCOc1ccc2nc(SC3CC(=O)N(c4cccc(OC)c4)C3=O)sc2c1 (stereo not drawn)	11	28	31	-3	-2	0	0.89	42*	2
41	CCN(CC(=O)Nc1cc(Cl)ccc1C)C(=O)c1oc2ccc(OC)cc2c1C	-2	15	18	-6	-10	-2	1	26	4
42	CC(C)c1nc(NCc2ccccc2)c(C#N)c2c1CCCC2	8	-6	3	-7	2	-5	0.92	19	3
43	C=CCNC(=O)c1cccc2c1C(=O)c1ccc(N3CCOCC3)cc1S2(=O)=O	6	-1	21	13	1	-2	0.94	-8	-1
44	O=C1C(Cl)=C(N2CCOCC2)C(=O)N1c1cccc(C(F)(F)F)c1	4	2	16	-3	-2	-5	0.96	16	-2
45	c1ccc2cc(CSCc3nc4ccccc4[nH]3)ccc2c1	-40	53*	25	-17	-2	0	1.4	35	0
46	Cc1ccc(C)c(N2CCN(C(=O)CCS(=O)(=O)c3ccc4c(c3)CCN4C(=O)C3CC3)CC2)c1	4	21	10	-2	-1	-2	0.96	21	3
47	O=c1cc(/N=C/c2coc3c(ccc4ccccc43)c2=O)[nH]c(=S)[nH]1	21	2	30	28	1	-5	0.79	16	1
48	Cc1ccccc1NC(=S)N1CCC(NC(=O)c2ccco2)CC1	6	5	6	4	-6	-4	0.94	-15	-3
49	CCc1ccc(OCc2nnc(SCCN3CCOCC3)n2CC)cc1	4	6	-1	4	-3	-2	0.96	23	5
50	Cc1ccc(OCc2nnc(SCC(=O)NCc3ccco3)n2C)cc1	7	-11	6	12	2	2	0.93	17	0
51	Cc1cccc(NC(=O)Nc2cccc3ccccc23)c1	-34	-2	0	-3	-7	3	1.3	-10	-4
52	CCN(CC)CCN1C(=O)C2C3c4ccccc4C(c4ccccc43)C2C1=O (stereo not drawn)	-8	1	27	-19	-7	-3	1.1	14	-4
53	CCOc1ccc(-c2nnc(-c3ccco3)o2)cc1	10	4	50	8	1	-3	0.9	-7	2
54	Cc1ccc(/C=N/c2sc3c(c2C#N)CCCCC3)o1	16	16	18	13	0	-2	0.84	24	1
55	CC(=O)N1CCOc2ccc(S(=O)(=O)Nc3cccc(C)n3)cc21	-2	-4	9	0	-3	-1	1	-1	0
56	Cc1ccc(/C=N/NC(=O)c2cccc(S(=O)(=O)Nc3cccc(Cl)c3)c2)o1	10	6	2	-12	-3	0	0.9	3	-1
57	O=C1c2ccccc2C(=O)N1CCCCSc1nc2ccccc2c(=O)n1CCCN1CCOCC1	6	14	-4	24	-7	5	0.94	18	-4
58	OCCn1nc2c3ccccc3nc-2n(-c2ccccc2)c1=S	1	1	11	0	-5	0	0.99	2	-3
59	NC1=NC(c2ccccc2Cl)n2c(nc3ccccc32)N1 (stereo not drawn)	-7	20	12	5	-3	-2	1.1	22	-2
60	O=C(COC(=O)CC1CCCC1)Nc1ccc(OC(F)F)cc1	1	15	14	-1	-8	-1	0.99	-19	-1
61	Cc1cc(-c2nnc(-c3ccccc3)c(-c3ccccc3)n2)c(C)o1	14	52*	-3	6	-7	-6	0.86	48*	-1

# Screening results from PubChem BioAssay.
